N370S GC = inhibits or activates N370S mutant glucocerebrosidase. P04062. N370S GC spleen homogenate, 4MU-glucoside fluorescence. Potency, µM (doses to about 59.4 µM), inactives show top-dose activity change, negative = inhibition, hits mostly inhibitors. hit rate 0.092% among 330,000. AID 2101;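 also: 0% = full enzyme activity and -100% = no enzyme basal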
FEN1 inh = human FEN1 inhibition; P39748; Recombinant FEN1 flap cleavage, fluorescence, 15 min; Potency, µM (series often up to 114 µM), for inactives: top-dose activity change, negative = inhibition, most hits filed as inhibitors; hit rate 0.35% among 390,000; also: nearly all actives have a fitted effect of over 65% in size
Target sequence (P39748 whole entry, looked up): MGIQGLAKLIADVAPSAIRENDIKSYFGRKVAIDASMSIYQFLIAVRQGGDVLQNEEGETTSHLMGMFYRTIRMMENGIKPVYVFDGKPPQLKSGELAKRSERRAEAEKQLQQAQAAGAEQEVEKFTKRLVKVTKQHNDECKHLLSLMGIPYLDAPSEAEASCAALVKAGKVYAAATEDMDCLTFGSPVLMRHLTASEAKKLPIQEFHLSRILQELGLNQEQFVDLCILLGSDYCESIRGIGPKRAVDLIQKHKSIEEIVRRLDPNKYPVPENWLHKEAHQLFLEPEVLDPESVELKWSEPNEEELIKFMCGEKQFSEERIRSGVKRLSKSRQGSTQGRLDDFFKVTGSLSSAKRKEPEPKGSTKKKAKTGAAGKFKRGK
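Read-out was taken twice, immediately and after 15 min, following addition of 50 nM substrate to 10 nM FEN1 that had sat with test compound for 15 min at room temperature. Curves came from a four-parameter Hill model.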
TDP1 block = TDP1 (human) enzyme inhibition. Potency, µM (top dose mostly 130 µM), for inactives: top-dose activity change, negative = inhibition, hits mostly inhibitors. hit rate 0.28% among 350,000. AID 485290. Q9NUW8. recombinant TDP1, AlphaScreen DNA substrate cleavage; also: nearly all actives have a fitted effect of over 40% in size
Target sequence (Q9NUW8 whole entry, looked up): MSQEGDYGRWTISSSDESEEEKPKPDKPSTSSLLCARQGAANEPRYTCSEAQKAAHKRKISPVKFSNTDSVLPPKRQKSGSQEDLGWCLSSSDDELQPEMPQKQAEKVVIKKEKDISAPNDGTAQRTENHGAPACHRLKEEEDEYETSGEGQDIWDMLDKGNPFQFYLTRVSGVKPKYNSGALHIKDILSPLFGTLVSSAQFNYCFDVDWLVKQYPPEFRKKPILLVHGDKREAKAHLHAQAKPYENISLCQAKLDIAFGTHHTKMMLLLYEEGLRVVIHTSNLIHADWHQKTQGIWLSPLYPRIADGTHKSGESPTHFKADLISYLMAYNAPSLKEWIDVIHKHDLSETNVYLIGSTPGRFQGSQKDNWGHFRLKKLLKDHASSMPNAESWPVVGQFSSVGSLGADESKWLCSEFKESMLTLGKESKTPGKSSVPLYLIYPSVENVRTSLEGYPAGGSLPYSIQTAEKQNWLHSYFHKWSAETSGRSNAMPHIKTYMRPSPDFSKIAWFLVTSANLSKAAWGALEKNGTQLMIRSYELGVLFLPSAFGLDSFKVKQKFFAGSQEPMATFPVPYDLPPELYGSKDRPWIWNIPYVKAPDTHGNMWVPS
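Signal: AlphaScreen proximity between streptavidin donor and anti-FITC acceptor beads on intact substrate. Reaction: Tdp1 1 nM, substrate 15 nM final, 5 min RT after 15 min compound preincubation.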
An asterisk follows results filed as active; ? = inconclusive; nt = not tested or not shown; & = joins results of further samples; [ ] = another dose, or the depositor's remark. Calls follow the shape of the dose curve; as a rule, active = well fitted curve in the direction sought with a large enough effect; inconclusive = small, poorly fitted or top-dose-only effect, or another doubt; inactive = no such curve, though single readings can be large; an effect the other way counts as inactive or inconclusive. Unless noted, % is scaled to controls: 0 for no effect and ±100 for the full control effect; potency is read from the fitted curve at half-maximal effect.

SMILES	N370S GC	FEN1 inh	TDP1 block
CC(=O)c1cc(N2CCC(C(=O)O)CC2)ccc1[N+](=O)[O-]	-10%	16%	2%
CN1C(=O)C2(c3ccccc31)N(c1ccc(F)c(Cl)c1)C(=O)CS2(=O)=O (stereo not drawn)	nt	-5%	3%
Cc1ccc(S(=O)(=O)Nc2ccccc2-c2ccccc2)cc1	3%	-23%	-8%
CCOC(=O)C1CCC(CN(Cc2c(Cl)cccc2Cl)S(=O)(=O)c2ccc(Cl)cc2)CC1 (stereo not drawn)	nt	-8%	3%
c1csc(-c2nnc3ccccn23)c1	5%	-2%	0%
O=C1CCCN1CC(O)CS(=O)(=O)c1ccccc1 (stereo not drawn)	19%	-8%	0%
Cc1ccsc1C(=O)OCC(=O)NCC1CCCO1 (stereo not drawn)	-1%	-1%	4%
CC(C)c1ccc(NC(=S)NC2CC3C=CC2C3)cc1 (stereo not drawn)	20%	-27%	8%
COCc1ccccc1C1=CC(=O)C[C@H](c2ccc(F)cc2)C1	nt	-20%	-5%
Cc1ccc(C)c(N2CCN(S(=O)(=O)c3ccc4c(c3)CC(=O)N4C)CC2)c1	0%	-4%&-15%	2%&-1%
O=C(CCNc1n[nH]c(=O)[nH]c1=O)N/N=C\c1cccc(OCc2ccccc2)c1	-9%	-5%	2%
Cc1cc(=O)[nH]c(SCC(=O)NC(C)C2CC3CCC2C3)c1C#N (stereo not drawn)	-10%	-1%	3%
CSc1ccc(/C=C/C(=O)c2c(O)cc(C)oc2=O)cc1	-14%	-10%	nt
CCOC(=O)c1c(-c2cccc([N+](=O)[O-])c2)csc1N	8%	-22%	2%
COC(=O)c1sc(=S)n(-c2cccc(Cl)c2)c1N	12%	-8%	3%
O=C(CSc1nnc(-c2ccco2)n1CC1CCCO1)N1CCCCC1 (stereo not drawn)	6%	-6%	0%
COc1ccc(NC(=O)CCN=C2NS(=O)(=O)c3ccccc32)cc1S(=O)(=O)N(C)C	nt	-10%	0%
COc1ccc(C)cc1NCc1ccc([N+](=O)[O-])cc1	3%	2%	nt
CCCc1nnc(NC(=O)CCC(=O)N2CCN(S(=O)(=O)c3ccc(F)cc3)CC2)s1	10%	20%	nt
O=S(=O)(Nc1ccc(OC(F)(F)F)cc1)c1cccc2nonc12	4%	-2%	nt

One compound at a time, as listed above. Screens in order: N370S GC	FEN1 inh	TDP1 block
O=S(=O)(Nc1ccc(OC(F)(F)F)cc1)c1cccc2nonc12 as listed: 4%	-2%	nt
CC(C)c1ccc(NC(=S)NC2CC3C=CC2C3)cc1 (stereo not drawn) as listed: 20%	-27%	8%

Sorted by count of non-hydrogen atoms (rising): five of the compounds above.
SMILES	N370S GC	FEN1 inh	TDP1 block
COC(=O)c1sc(=S)n(-c2cccc(Cl)c2)c1N	12%	-8%	3%
COc1ccc(C)cc1NCc1ccc([N+](=O)[O-])cc1	3%	2%	nt
CSc1ccc(/C=C/C(=O)c2c(O)cc(C)oc2=O)cc1	-14%	-10%	nt
CN1C(=O)C2(c3ccccc31)N(c1ccc(F)c(Cl)c1)C(=O)CS2(=O)=O (stereo not drawn)	nt	-5%	3%
CCOC(=O)C1CCC(CN(Cc2c(Cl)cccc2Cl)S(=O)(=O)c2ccc(Cl)cc2)CC1 (stereo not drawn)	nt	-8%	3%

Carrying on.
SMILES	N370S GC	FEN1 inh	TDP1 block
CC1=[N+](C)N(c2ccccc2)C(=O)C1N=Cc1c(Cl)cccc1Cl (stereo not drawn)	2%	-5%	8%
Cc1ccc(N2CC(C(=O)NCc3cccs3)CC2=O)cc1 (stereo not drawn)	5%	-4%	2%
Cc1ccc(NC(=O)CN2C(=O)COc3ccc(S(=O)(=O)N4CCCC4)cc32)c(C)c1	2%	-10%	1%
CN(C(=O)COC(=O)CCC(=O)c1ccc(Cl)cc1)c1c(N)n(Cc2ccccc2)c(=O)[nH]c1=O	-3%	3%	-1%
Cc1cc(C)cc(NC(=O)C2CCN(c3cnccn3)CC2)c1	-4%	0%	5%
Cc1ccccc1-c1cc(C(=O)NCc2cccs2)nn1CC1CC(c2cccc([N+](=O)[O-])c2)=NO1 (stereo not drawn)	-7%	12%	1%
Cc1cc(C#N)c(C)n1-c1cc(S(=O)(=O)N2CCOCC2)ccc1N1CCCC1	3%	-3%	5%
COC(=O)c1c(NC(=O)Cc2coc3ccc(C)cc23)sc2c1CCC2	nt	-6%	5%
COc1ccc(/C=C/C(=O)Nc2ccccc2C)cc1S(=O)(=O)N1CCOCC1	-21%	7%	1%
O=C(NCCC1=CCCCC1)c1ccc2c(c1)ncn2-c1cccc(Cl)c1	nt	-3%	3%
NC(=O)CSc1n[nH]c(=O)n1CCc1ccccc1	-5%	-2%	nt
CCn1c(NCc2ccc(OC)c(OC)c2)nc2ccccc21	nt	11%	2%
C=CCNc1nc(Nc2ccc(OC)cc2OC)nc(OCC)n1	-17%	-1%	4%
CN(C)c1nc(N(C)C)n(C(=O)c2ccc(F)cc2)n1	-3%	2%	2%
COc1ccc(C(=O)O)cc1S(=O)(=O)NCCc1ccccn1	18%	-11%	-5%
CC1CCN(S(=O)(=O)c2cc(C(=O)N3CCN(c4ccccc4F)CC3)n(C)c2)CC1	nt	14%	3%
CCOc1cnn(-c2cc(Oc3ccc(C)cc3)ncn2)c(=O)c1Cl	-3%	-3%	1%
O=C(Nc1cccc(Cl)c1)C1C2C=CC3(O2)C1C(=O)N(CCN1CCCCC1)C3C(=O)NC1CCCCC1 (stereo not drawn)	-2%	16%	5%
O=C(CSc1ccccc1)NCCSCc1ccccc1	-1%	7%	-3%
Cc1ccc(/C=C(\C#N)c2nn(-c3ccccc3)c(N)c2C#N)cc1	?	-11%	0%
CC1CCCCC1NC(=O)c1cccc(S(=O)(=O)N2CCN(Cc3ccccc3)CC2)c1 (stereo not drawn)	?	-6%	1%
CCOc1cc(-c2sc(Nc3ccccc3)n[n+]2-c2ccc(F)cc2)ccc1OC	-5%	-2%	nt
COC(c1ccccc1)c1nnc(CCC(=O)NCc2cccc(-n3cccn3)c2)o1 (stereo not drawn)	-17%	-15%	-5%
Cc1cccc(CNC(=O)CCCn2c(=O)c3cccn3c3ccc(F)cc32)c1	nt	23%	0%
O=S(=O)(Nc1ccccc1)c1cccc2nsnc12	5%	10%	nt
O=C(NC1CCCC1)c1nc2c(nnn2Cc2cccc(Cl)c2)c(=O)[nH]1	-2%	4%	8%
COc1ccc(-c2c(C(F)(F)F)[nH]n3c(=O)cc(-c4ccccc4)nc23)cc1	28%	-31%	nt
Cc1ccccc1N(CC(=O)NC1CCCCC1)C(=O)c1csnn1	1%	-14%	0%
NC(=O)CN1CCCN(S(=O)(=O)c2ccc(Br)cc2)CC1	2%	3%	4%
COc1ccc(-c2cc3c(=O)n(CC(=O)NCc4ccc(Cl)cc4)ncn3n2)cc1	-4%	17%	nt
Cc1ccc(C(=O)Nc2ccc(F)cc2)cc1NC1=NC2CS(=O)(=O)CC2S1 (stereo not drawn)	-7%	-12%	nt
CCOc1ccc(C2C(C(=O)c3ccco3)=C(O)C(=O)N2CCCn2ccnc2)cc1OCC (stereo not drawn)	-18%	-5%	3%
O=C1NC2(CCCCCC2)C(=O)N1Cc1cccc(Cl)c1	3%	15%	nt
O=C1N/C(=N/O)S/C1=C\c1ccccc1-n1cccn1	10%	6%	5%
COc1ccc(-n2c(Cc3cccn3C)nnc2SCC(=O)NCCc2ccccc2)cc1	3%	-2%	9%
CCOc1ccc(S(=O)(=O)Nc2ccc(C(=O)NCC(c3ccccc3)N(C)C)cc2)cc1 (stereo not drawn)	-17%	3%	1%
Cc1ccc(NCC(=O)N/N=C/c2ccc(OC(=O)c3ccco3)cc2)cc1	1%	0%	2%
CCCCC/C=C\CC(O)/C=C/c1cccc(CC(O)CCCCO)n1 (stereo not drawn)	-5%&5%&15%	nt	-13%[56.1 µM]
COc1ccc(OC)c(C2c3c(oc4ccccc4c3=O)C(=O)N2CCCN(C)C)c1 (stereo not drawn)	6%	-9%	-4%
O=C(CCCc1ccccc1)NCCC1=CCCCC1	10%	2%	5%
O=C(CN(Cc1ccc(F)cc1)C(=O)Cn1nnc2ccccc21)NCC1CCCO1 (stereo not drawn)	6%	-2%	3%[56.1 µM]
O=C(N[C@@H](Cc1ccccc1)C(=O)OCc1ccccc1)c1nc[nH]c1C(=O)NCc1ccccc1	?	-4%	8%
Cc1nn(-c2nc3ccccc3s2)c(C)c1Oc1ccccc1O	-3%	-18%	2%
CCN([C@H](CO)C(C)C)S(=O)(=O)c1ccccc1Br	nt	-4%	-2%[56.1 µM]
Cc1ccc(S(=O)(=O)c2nnn3c2nc(N2CCCC(C)C2)c2cc(Cl)ccc23)cc1C (stereo not drawn)	nt	-2%	3%
Cc1nn(C(C)C(=O)NCCCc2ccccc2)c(=O)c2nn(-c3ccccc3)c(C)c12 (stereo not drawn)	-14%	18%	3%
O=C1CC(c2ccc(Cl)cc2)CC(=O)C1CS(=O)(=O)c1ccccc1 (stereo not drawn)	-16%	-2%	2%
COC(=O)Cc1c(C)nc2nc(NCc3ccc(Cl)cc3)[nH]n2c1=O	17%	-6%	8%
CC(=O)C(C)Sc1nnc(-c2ccccc2F)n1C1CC1 (stereo not drawn)	2%	-10%	4%[0.0935 µM]
CCOc1ccc(CC(=O)Nc2c(C(=O)c3ccc(C)cc3)oc3ccccc23)cc1OCC	nt	-5%	3%
CCc1ccccc1NC(=O)CSc1nc(C)c(C)o1	4%	19%	6%
Cc1ccc(CN2CCN(CC(=O)NC(C)c3ccc4c(c3)OCCO4)C2=O)cc1 (stereo not drawn)	-10%	1%	3%
O=C(CCc1ccccc1Cl)Nc1ccc(S(=O)(=O)N2CCOCC2)cc1	-14%	-9%	1%[0.505 µM]
O=C(Oc1ccc(F)cc1C(=O)/C=C/c1cccs1)c1cccc([N+](=O)[O-])c1	11%	-13%	8%
Cc1ccc2c(c1)N(C(=O)CCC(=O)NCC(C)c1ccccc1)CC(C)O2 (stereo not drawn)	-14%	-4%	nt
CCOC(=O)c1c(C)c(C(=O)NC(C)COC)c(C)n1C (stereo not drawn)	0%	-12%	6%
CC(C)[C@H](NC(=O)c1ccco1)C(=O)OCC(=O)c1ccc(Br)s1	nt	-4%	0%
CCCCOC(=O)C(C)Oc1ccc(=O)n(-c2ccccc2)n1 (stereo not drawn)	2%	-7%	5%
CCCN1C(=O)COc2ccc(C(=O)c3ccccc3C(=O)O)cc21	8%	-3%	0%
Cc1nonc1CN(C)C(=O)CC1C(=O)NCCN1Cc1cccc(C(F)(F)F)c1 (stereo not drawn)	19%	-7%	-4%

Next part; it opens with the 3 that closed the last part.
SMILES	N370S GC	FEN1 inh	TDP1 block
CCCCOC(=O)C(C)Oc1ccc(=O)n(-c2ccccc2)n1 (stereo not drawn)	2%	-7%	5%
CCCN1C(=O)COc2ccc(C(=O)c3ccccc3C(=O)O)cc21	8%	-3%	0%
Cc1nonc1CN(C)C(=O)CC1C(=O)NCCN1Cc1cccc(C(F)(F)F)c1 (stereo not drawn)	19%	-7%	-4%
CCc1cc(=O)oc2cc(OCC(=O)NCCCN3CCCC3=O)ccc12	-3%	22%	5%
COc1ccccc1CNC(=O)C(=O)NCC(c1cccnc1)N1CCN(c2ccccc2)CC1 (stereo not drawn)	nt	1%	9%
Cc1cccc(C(=O)Nc2nnc(Cc3c[nH]c4ccccc34)s2)c1	4%	-1%	6%
COc1cc2c(cc1NC(=O)Nc1cccc(C)c1)oc1ccccc12	7%	-22%	-7%
COc1cccc(CNC(=O)CSc2ncc(S(=O)(=O)c3ccc(C)c(Cl)c3)c(=O)[nH]2)c1	nt	4%	4%
CN1C2CCC1/C(=C/c1cccn1C)C(=O)/C2=C\c1cccn1C	-2%	0%	0%
CCc1cccc(OCCCn2ccnc2)c1	-1%	-3%	0%
Cc1noc(C)c1CSc1nc2ccccc2n1CCc1ccccc1	-16%	?	-1%
COc1ccc2oc(=O)c(-c3nc(-c4cc(OC)c(OC)c(OC)c4)no3)cc2c1	nt	5%	0%
CC(O)/C=C/c1ccc2ccccc2n1 (stereo not drawn)	19%	1%	0%
O=S(=O)(NCCc1ccccn1)c1cccs1	-6%	0%	7%
CN(C)c1ccc(/C=N/NC(=O)COc2ccccc2)cc1	13%	12%	6%
CC(C)CN(C(=O)CCCc1nc2ccccc2c(=O)[nH]1)c1c(N)n(Cc2ccccc2)c(=O)[nH]c1=O	2%	2%	-3%
CC(C)(C)n1nnnc1C(c1ccc2ncccc2c1)N1CCSCC1 (stereo not drawn)	20%	-4%	5%
Cn1c(CN2CCCC2)nc2cc(NC(=O)c3ccc(Cl)cc3)ccc21	3%	-4%	8%
C=CC1CN(CC(=O)OC)S(=O)(=O)c2ccccc21 (stereo not drawn)	-2%&-11%	-14%&7%	9%
COc1ccccc1N1CCN(c2ccc(=O)n(CC(=O)O)n2)CC1	nt	-4%	-9%

Source: PubChem BioAssay (National Center for Advancing Translational Sciences (NCATS))

Hits appear at their usual frequency; any-hit rate near 0.53%.
